High-throughput results as filed in PubChem BioAssay.
KOR beta-arrestin-1 – KOR agonists, beta-arrestin recruitment, primary screen, cell-based, luminescence, uHTS (AID 1777). Kappa-type opioid receptor (Homo sapiens). KOR beta-arrestin recruitment, luminescence; higher % means a stronger effect. one-dose activation, % at 10 µM; EC50 in µM for titrated hits. 280,000 compounds, 0.02% hits; in the data active = activation above about 50%, passing the limit was not always enough; also: a part of the inactive calls stands beside numbers as strong as those of hits
KOR beta-arrestin-2 – KOR antagonists, beta-arrestin recruitment, cell-based, luminescence, uHTS (AID 1778). 290,000 compounds, 0.091% hits. one-dose inhibition, % at 10 µM; IC50 in µM for titrated hits. Kappa-type opioid receptor (Homo sapiens). KOR beta-arrestin recruitment, luminescence, antagonist mode; higher % means a stronger effect; also: strong numbers were not always called active
GPR55 beta-arrestin – GPR55 agonists via beta-arrestin recruitment, primary screen, imaging, U2OS cells, beta-arrestin-GFP redistribution (AID 1961); U2OS GPR55 beta-arrestin-GFP redistribution imaging; higher % means a stronger effect; 290,000 compounds, 0.048% hits; activation, % at 10 µM, or EC50 in µM where a hit was titrated; G-protein coupled receptor 55 (Homo sapiens);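 active = activation above 40% with more than 50 cells counted in the well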;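 also: U2OS osteosarcoma cells stably expressing GPR55 and beta-arrestin-GFP; plate controls were DMSO negative control for no effect and LPI positive control for full effect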
M17LAP inhibition – P. falciparum M17LAP inhibitors, primary screen, biochemical, fluorogenic H-Leu-NHMec substrate, 1536-well (AID 1619). Leucine aminopeptidase (Plasmodium falciparum (isolate 3D7)). recombinant M17LAP, H-Leu-NHMec fluorogenic kinetic assay; higher % means a stronger effect. one-dose inhibition, % at 30 µM; IC50 in µM for titrated hits. 220,000 compounds, 0.38% hits;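 active = compound inhibiting the enzyme by more than half at any dose during confirmatory dose-response retesting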;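 also: plate controls were full reaction with DMSO carrier for no effect and no enzyme background for full effect; strong numbers were not always called active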
AID2073 – inhibitors of Mint1-CaV2.2 protein interaction, biochemical, HTRF (AID 2073); Voltage-dependent N-type calcium channel subunit alpha-1B (Homo sapiens); HTRF protein-protein interaction, Mint1-CaV2.2; higher % means a stronger effect; inhibition, % at 20 µM, or IC50 in µM where a hit was titrated; 290,000 compounds, 0.19% hits; in the data active = inhibition mostly above about 51%, no sharp cut-off; also: some results filed as inactive read as strong as hits
M1AAP inhibition – P. falciparum M1AAP inhibitors, biochemical, fluorogenic H-Leu-NHMec substrate, 1536-well (AID 1445) | one-dose inhibition, % at 30 µM; IC50 in µM for titrated hits | recombinant M1AAP, H-Leu-NHMec fluorogenic kinetic assay; higher % means a stronger effect | 220,000 compounds, 0.42% hits | Aminopeptidase N (Plasmodium falciparum (isolate 3D7));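 active = primary inhibition above the hit cutoff, then over 50% inhibition at one or more dose response concentrations, cut at about 23% in these data, passing the limit was not always enough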;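 also: plate controls were DMSO full reaction for no effect and no enzyme background for full effect; strong numbers were not always called active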
HEK293 NOD2/NF-kB – NOD2 signaling inhibitors, cell-based, luminescence, uHTS, HEK293 (AID 1566); 290,000 compounds, 0.63% hits; inhibition, % at 4 µM, or EC50 in µM where a hit was titrated; HEK293 NOD2/NF-kB luciferase reporter, luminescence; higher % means a stronger effect; also: many of its hits are not listed in these tables
Dynein cargo inh – inhibitors of GR-EGFP nuclear translocation, primary screen, dynein cargo transport inhibitor project, imaging, high-content, 3617.4 mouse cells | test concentration mostly 20 µM; stimulated with dexamethasone, 1 µM; stronger effect = lower value | z-score, hits read low | 220,000 compounds, 0.47% hits;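 active = plate z-score of nuclear minus cytoplasmic receptor signal below a set negative limit, without overly bright fluorescence or cell loss, cut at about -3.5 in these data, passing the limit was not always enough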;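 also: z-score of nuclear minus cytoplasmic ring GR-EGFP intensity difference per well; some compounds called inactive have numbers as strong as hits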
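Buffer or medium: tet-free medium with charcoal-stripped serum / Also added: dexamethasone agonist, 1.0 µM final, for 30 min / Timing: induction 48 h, compound 1 h, agonist 30 min / Measured by: high-content fluorescence imaging after fixation / Read-out: nuclear-to-cytoplasmic GR-EGFP distribution per well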
NOD1 inhibition – NOD1 signaling inhibitors, primary screen, cell-based, luminescence, uHTS (AID 1578); NOD1-driven NF-kB luciferase reporter cells, luminescence; higher % means a stronger effect; inhibition, % at 4 µM; hits with a dose series show EC50 in µM; 290,000 compounds, 1% hits; in the data active = inhibition mostly above about 36%, no sharp cut-off; inactive = mostly below about 34%;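 also: HEK-293T reporter cells stimulated with the NOD1 agonist gamma-tri-DAP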
Dynein cargo inh cytoplasmic EGFP – second read-out of Dynein cargo inh, no call of its own (marks repeat the call); z-score; measured here: cytoplasmic GR-EGFP intensity; stronger effect = higher value
Dynein cargo inh nuclear GR-EGFP – second read-out of Dynein cargo inh, no call of its own (marks repeat the call); z-score; measured here: nuclear GR-EGFP intensity;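 lower value marks the stronger effect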
Dynein cargo inh cell count – recorded beside Dynein cargo inh, whose call it bears; z-score; measured here: cell count per field
* = called active by the depositor; [ ] = remark or other dose. Rule as the data show it, unless noted: active = inhibition above about 50%; inactive = the rest. A portion of the library, so the mix of outcomes need not match the whole.

Results for O=C(COC(=O)C1CCC1)Nc1ccc(Oc2ccccc2)cc1 ?
KOR beta-arrestin-1: -1.0%; KOR beta-arrestin-2: -21%; GPR55 beta-arrestin: 0.1%; M17LAP inhibition: -8%; AID2073: 1%; M1AAP inhibition: 6%; HEK293 NOD2/NF-kB: -11%; Dynein cargo inh: -0.5; NOD1 inhibition: -18%; Dynein cargo inh cytoplasmic EGFP: -0.19; Dynein cargo inh nuclear GR-EGFP: -0.11; Dynein cargo inh cell count: 1.2

Results for Cc1[nH]n(-c2ccccc2)c(=O)c1C(=O)c1ccc(Cl)cc1 ?
KOR beta-arrestin-1: -1.7%; KOR beta-arrestin-2: -24%; GPR55 beta-arrestin: -0.2%; M17LAP inhibition: 0%; AID2073: 3%; M1AAP inhibition: 5%; HEK293 NOD2/NF-kB: -2%; Dynein cargo inh: -0.082; NOD1 inhibition: -2%; Dynein cargo inh cytoplasmic EGFP: -0.2; Dynein cargo inh nuclear GR-EGFP: 0.44; Dynein cargo inh cell count: -0.34

What do the screens show for `Cc1ccc(-n2c(SCC(=O)Nc3ccc4c(c3)OCO4)nnc2-c2ccoc2C)cc1`?
KOR beta-arrestin-1: 1.5%; KOR beta-arrestin-2: 8%; GPR55 beta-arrestin: 0.3%; M17LAP inhibition: 6%; AID2073: 2%; M1AAP inhibition: 10%; HEK293 NOD2/NF-kB: 0%; Dynein cargo inh: -0.1; NOD1 inhibition: -35%; Dynein cargo inh cytoplasmic EGFP: -0.16; Dynein cargo inh nuclear GR-EGFP: -0.23; Dynein cargo inh cell count: 0.28

What do the screens show for `CCC1CC(CSc2ncn[nH]2)OC1=O` (centres undefined)?
KOR beta-arrestin-1: -1.8%; KOR beta-arrestin-2: 15%; GPR55 beta-arrestin: -0.1%; M17LAP inhibition: 16%; AID2073: 18%; M1AAP inhibition: 2%; HEK293 NOD2/NF-kB: 20%; Dynein cargo inh: 0.32; NOD1 inhibition: 39%; Dynein cargo inh cytoplasmic EGFP: -0.22; Dynein cargo inh nuclear GR-EGFP: -0.45; Dynein cargo inh cell count: 0.13

How did CCOC(=O)CC(=O)Nc1c(C)cc(C)cc1C do in these assays?
KOR beta-arrestin-1: 0.7%; KOR beta-arrestin-2: -9%; GPR55 beta-arrestin: -0.1%; M17LAP inhibition: 18%; AID2073: -10%; M1AAP inhibition: 4%; HEK293 NOD2/NF-kB: -16%; Dynein cargo inh: -0.46; NOD1 inhibition: -14%; Dynein cargo inh cytoplasmic EGFP: 0.88; Dynein cargo inh nuclear GR-EGFP: 0.25; Dynein cargo inh cell count: -0.028

What do the screens show for `Cc1cc2ccccc2nc1SCC(=O)NC1CCCCC1`?
KOR beta-arrestin-2: -2%[20 µM]; GPR55 beta-arrestin: -0.1%; M17LAP inhibition: 22%; AID2073: 30%; M1AAP inhibition: -1%; HEK293 NOD2/NF-kB: 15%; Dynein cargo inh: 0.16; NOD1 inhibition: -10%; Dynein cargo inh cytoplasmic EGFP: -0.34; Dynein cargo inh nuclear GR-EGFP: 0.092; Dynein cargo inh cell count: 0.49

Results for O=C(N/N=C/C=C/c1ccccc1)c1n[nH]c2c1CCC2 ?
KOR beta-arrestin-1: 15%; KOR beta-arrestin-2: -177%; GPR55 beta-arrestin: 0.0%; M17LAP inhibition: 6%; AID2073: 14%; M1AAP inhibition: -2%; HEK293 NOD2/NF-kB: -31%; Dynein cargo inh: -0.02; NOD1 inhibition: -11%; Dynein cargo inh cytoplasmic EGFP: -0.29; Dynein cargo inh nuclear GR-EGFP: 0.039; Dynein cargo inh cell count: 0.073

How did O=C(c1ccccc1Sc1ccc([N+](=O)[O-])cc1)N1CCCCC1 do in these assays?
KOR beta-arrestin-1: -3.0%; GPR55 beta-arrestin: 0.4%; M17LAP inhibition: 25%; AID2073: -9%; M1AAP inhibition: 11%; HEK293 NOD2/NF-kB: 8%; Dynein cargo inh: 2.1; NOD1 inhibition: -8%; Dynein cargo inh cytoplasmic EGFP: -0.2; Dynein cargo inh nuclear GR-EGFP: 0.71; Dynein cargo inh cell count: -1.8

How did N#CCC(=O)Nc1ccc(C(=O)OCC(=O)Nc2ccccc2-c2ccccc2)cc1 do in these assays?
KOR beta-arrestin-1: 0.7%; KOR beta-arrestin-2: -6%; GPR55 beta-arrestin: 0.2%; M17LAP inhibition: 1%; AID2073: 41%; M1AAP inhibition: 12%; HEK293 NOD2/NF-kB: 10%; Dynein cargo inh: 0.081; NOD1 inhibition: 12%; Dynein cargo inh cytoplasmic EGFP: -0.29; Dynein cargo inh nuclear GR-EGFP: -0.3; Dynein cargo inh cell count: -0.77

Results for CC1(C)NC(=O)N(CC(O)COc2cccc(F)c2)C1=O (centres undefined) ?
KOR beta-arrestin-1: -4.0%; KOR beta-arrestin-2: 0%; GPR55 beta-arrestin: -0.3%; M17LAP inhibition: 1%; AID2073: -5%; M1AAP inhibition: 7%; HEK293 NOD2/NF-kB: 2%; Dynein cargo inh: 0.15; NOD1 inhibition: -22%; Dynein cargo inh cytoplasmic EGFP: -0.049; Dynein cargo inh nuclear GR-EGFP: 0.45; Dynein cargo inh cell count: -1

How did CS(=O)(=O)N(CC(=O)NCc1ccco1)c1ccc(Cl)cc1Cl do in these assays?
KOR beta-arrestin-1: 1.4%; KOR beta-arrestin-2: 9%; GPR55 beta-arrestin: 0.2%; M17LAP inhibition: 16%; AID2073: -1%; M1AAP inhibition: 7%; HEK293 NOD2/NF-kB: 25%; Dynein cargo inh: -0.049; NOD1 inhibition: -32%; Dynein cargo inh cytoplasmic EGFP: 0.32; Dynein cargo inh nuclear GR-EGFP: -0.16; Dynein cargo inh cell count: 1.3

How did COc1cccc(N2CCN(C(=O)C3CCN(S(=O)(=O)c4ccc5c(c4)oc(=O)n5C)CC3)CC2)c1 do in these assays?
KOR beta-arrestin-1: 0.6%; KOR beta-arrestin-2: -29%; GPR55 beta-arrestin: -0.2%; AID2073: 0%; HEK293 NOD2/NF-kB: 14%; NOD1 inhibition: -12%

Results for O=C(/C=C/c1ccccc1)Nc1cccnc1 ?
KOR beta-arrestin-1: -3.1%; KOR beta-arrestin-2: -12%[20 µM]; GPR55 beta-arrestin: 0.0%; AID2073: 5%; HEK293 NOD2/NF-kB: -18%; NOD1 inhibition: -62%

How did Cc1cc(C)nc(NS(=O)(=O)c2ccc(N3C(=O)C4C5C=CC(C5)C4C3=O)cc2)n1 (centres undefined) do in these assays?
KOR beta-arrestin-1: 3.7%; KOR beta-arrestin-2: 9%; GPR55 beta-arrestin: 0.1%; M17LAP inhibition: 25%; AID2073: 26%; M1AAP inhibition: 3%; HEK293 NOD2/NF-kB: 12%; Dynein cargo inh: 0.063; NOD1 inhibition: -14%; Dynein cargo inh cytoplasmic EGFP: -0.13; Dynein cargo inh nuclear GR-EGFP: -0.29; Dynein cargo inh cell count: 0.18

How did CC(C)Sc1nc2ccccc2[nH]1 do in these assays?
KOR beta-arrestin-1: 2.2%; KOR beta-arrestin-2: -4%; GPR55 beta-arrestin: -0.4%; M17LAP inhibition: 3%; AID2073: 5%; M1AAP inhibition: -1%; HEK293 NOD2/NF-kB: -6%; Dynein cargo inh: 0.52; NOD1 inhibition: -16%; Dynein cargo inh cytoplasmic EGFP: -0.29; Dynein cargo inh nuclear GR-EGFP: 0.11; Dynein cargo inh cell count: 0.16

How did Cn1c2ccccc2c2nn(-c3ccccc3)c(=O)cc21 do in these assays?
KOR beta-arrestin-1: -1.1%; KOR beta-arrestin-2: -25%; GPR55 beta-arrestin: -0.2%; M17LAP inhibition: 11%; AID2073: 4%; M1AAP inhibition: -5%; HEK293 NOD2/NF-kB: 5%; Dynein cargo inh: 1.2; NOD1 inhibition: -6%; Dynein cargo inh cytoplasmic EGFP: 0.03; Dynein cargo inh nuclear GR-EGFP: 1.6; Dynein cargo inh cell count: -1.5

Results for CCn1cc(C(=O)NCc2ccccc2F)c(=O)c2ccc(C)nc21 ?
KOR beta-arrestin-1: -1.8%; KOR beta-arrestin-2: 6%; GPR55 beta-arrestin: -0.1%; AID2073: -5%; HEK293 NOD2/NF-kB: 23%; NOD1 inhibition: -5%

Results for Cc1ccc2c(c1)C1(C(=O)N2C)N2CC3(C)CN1CC(C)(C2)C3=O (centres undefined) ?
KOR beta-arrestin-1: -0.4%; KOR beta-arrestin-2: 18%; GPR55 beta-arrestin: -0.2%; M17LAP inhibition: -4%; AID2073: -4%; M1AAP inhibition: 3%; HEK293 NOD2/NF-kB: 4%; Dynein cargo inh: 0.18; NOD1 inhibition: -22%; Dynein cargo inh cytoplasmic EGFP: -0.075; Dynein cargo inh nuclear GR-EGFP: 0.52; Dynein cargo inh cell count: 0.52

How did CCC(=O)Nn1c(C2CCC2)nc2ccccc2c1=O do in these assays?
KOR beta-arrestin-1: -3.4%; KOR beta-arrestin-2: -8%; GPR55 beta-arrestin: 1.3%; AID2073: 2%; HEK293 NOD2/NF-kB: 6%; NOD1 inhibition: -16%

What do the screens show for `CC(=O)Nc1ccc(-n2nnnc2SCC(=O)Nc2cccc(NC(=O)c3ccco3)c2)cc1`?
KOR beta-arrestin-1: -0.8%; KOR beta-arrestin-2: 23%; GPR55 beta-arrestin: 0.0%; M17LAP inhibition: 7%; AID2073: 15%; M1AAP inhibition: 0%; HEK293 NOD2/NF-kB: 8%; Dynein cargo inh: -0.85; NOD1 inhibition: -12%; Dynein cargo inh cytoplasmic EGFP: -0.8; Dynein cargo inh nuclear GR-EGFP: -0.68; Dynein cargo inh cell count: 0.82
